NPYLR7 agonist: activates Aedes aegypti NPYLR7 receptor. HEK293T NPYLR7/Galpha15, GCaMP6s calcium fluorescence. activation, % at 10 µM. hit rate 0.15% among 270,000; in the data active means activation above about 40%;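 further: 0% = vehicle and 100% = reference agonist at the receptor; some compounds past the cut are filed as inactive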
hcGAS inh: blocks human cGAS activity. Q8N884. recombinant h-cGAS, ATP depletion, Kinase-Glo luminescence. inhibition, % at 12.5 µM. hit rate 0.081% among 290,000. AID 1259398;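 further: 0% = vehicle reaction and 100% = reaction without DNA for no activity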
Target sequence (Q8N884 whole entry, looked up): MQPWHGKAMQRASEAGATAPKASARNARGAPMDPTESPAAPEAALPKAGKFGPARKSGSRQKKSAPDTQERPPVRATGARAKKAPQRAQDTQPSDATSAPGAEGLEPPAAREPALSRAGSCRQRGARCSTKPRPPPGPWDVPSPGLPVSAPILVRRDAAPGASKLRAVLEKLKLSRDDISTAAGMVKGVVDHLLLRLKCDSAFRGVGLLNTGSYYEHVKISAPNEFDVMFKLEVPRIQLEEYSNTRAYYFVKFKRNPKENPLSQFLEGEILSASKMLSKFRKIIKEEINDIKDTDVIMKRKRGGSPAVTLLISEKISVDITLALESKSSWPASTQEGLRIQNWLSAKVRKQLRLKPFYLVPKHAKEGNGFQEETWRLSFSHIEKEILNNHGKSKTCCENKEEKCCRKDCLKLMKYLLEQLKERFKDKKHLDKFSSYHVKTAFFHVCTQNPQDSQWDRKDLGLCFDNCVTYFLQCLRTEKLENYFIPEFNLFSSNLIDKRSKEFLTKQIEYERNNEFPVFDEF
mcGAS lum: mouse cGAS inhibition by luminescence | Q8C6L5 | hit rate 0.15% among 160,000 | recombinant cGAS, Kinase-Glo ATP depletion luminescence | AID 1259399 | inhibition, % at 12.5 µM;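 further: 0% = negative control wells and 100% = reference inhibitor with no enzyme activity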
* hit, by the source's call; . = not tested or not shown. Unless noted, no stated cut-off is given here; in the data, active means inhibition above about 40%; inactive means the rest.

SMILES | NPYLR7 agonist | hcGAS inh | mcGAS lum
C=CCNC(=O)C(C1CCCC1)N1CCN(C(=O)c2cccc([N+](=O)[O-])c2)CC1 (stereo unspecified) | -10 | 0 | 1
CC(C)(C)NC(=O)c1cc2nc(-c3ccc(Cl)c(Cl)c3)cc(C(F)(F)F)n2n1 | 18 | -4 | -5
COc1ccc(S(=O)(=O)N(CC(=O)N2CCc3sccc3C2c2ccc(Cl)cc2Cl)Cc2ccc(F)cc2)cc1 (stereo unspecified) | 27 | 0 | -4
Cc1ccc(S(=O)(=O)NCl)cc1 | -8 | -4 | .
c1cc(-c2nccn2CCC2CCCCO2)cc(-n2cccn2)c1 (stereo unspecified) | -3 | 4 | .
CCOC(=O)C1CCCN(CC(=O)N2N=C(c3ccc(OC)cc3OC)CC2c2ccc(OC)cc2)C1 (stereo unspecified) | -1 | -3 | -5
CCn1c(C2CCCN(C(=O)NCc3ccc(Cl)cc3)C2)n[nH]c1=O (stereo unspecified) | 9 | -2 | -10
CCc1nnc(NC(=O)CSc2nc(=O)n(CCN3CCOCC3)c3c2CCC3)s1 | -2 | 5 | 3
O=S(=O)(NN=Cc1ccc2c(c1)OCCO2)c1ccc(Br)cc1 | -9 | 1 | .
Cc1ccc(F)c(S(=O)(=O)NC(=O)C2(C)CCN2C(=O)Cc2ccsc2)c1 (stereo unspecified) | 0 | -6 | .
Cc1cccc(N2C(=O)CSC2c2ccc(NC(=O)C3CC3)cc2)c1C (stereo unspecified) | -6 | -6 | -3
O=C(c1c(-c2ccc(Br)cc2)c2ccccc2[nH]c1=O)C(F)(F)F | -10 | -16 | .
CCOc1ccc(C2Nc3ccccc3C(=O)N2Cc2ccco2)cc1 (stereo unspecified) | 15 | -10 | .
OB(O)c1ccccc1-n1cccn1 | 5 | 2 | .
COCCCN(Cc1csc(COc2ccccc2C)n1)C(=O)COC | 2 | -3 | -3
Cn1c(=O)[nH]c(=O)c2c1nc(Sc1ccccc1)n2Cc1ccccc1 | 5 | -2 | .
COc1ccc(C(=O)N2C(C(=O)N3CCN(C)CC3)COC23CCN(C(=O)CC(C)(C)C)CC3)cc1 (stereo unspecified) | 2 | -4 | -4
CC1(C)NC(=O)N(CCOc2ccc(-c3ccccc3)cc2)C1=O | 11 | -5 | .
C=CCN1CC(c2nc3ccccc3n2CCOc2ccc(C(C)(C)C)cc2)CC1=O (stereo unspecified) | 5 | -9 | -7
COc1ccccc1N1CCN(C2CCCN(C(=O)c3ccccc3Cl)C2)CC1 (stereo unspecified) | 25 | -6 | -6

Of the compounds above, these contain a Cl atom.
SMILES | NPYLR7 agonist | hcGAS inh | mcGAS lum
CC(C)(C)NC(=O)c1cc2nc(-c3ccc(Cl)c(Cl)c3)cc(C(F)(F)F)n2n1 | 18 | -4 | -5
COc1ccc(S(=O)(=O)N(CC(=O)N2CCc3sccc3C2c2ccc(Cl)cc2Cl)Cc2ccc(F)cc2)cc1 (stereo unspecified) | 27 | 0 | -4
Cc1ccc(S(=O)(=O)NCl)cc1 | -8 | -4 | .
CCn1c(C2CCCN(C(=O)NCc3ccc(Cl)cc3)C2)n[nH]c1=O (stereo unspecified) | 9 | -2 | -10
COc1ccccc1N1CCN(C2CCCN(C(=O)c3ccccc3Cl)C2)CC1 (stereo unspecified) | 25 | -6 | -6

Other records.
SMILES | NPYLR7 agonist | hcGAS inh | mcGAS lum
Cc1ccc(CN2CCC(CN(C)Cc3cc4ccccc4o3)CC2)o1 | 15 | -10 | -11
C#CCn1c(O)c(N=NC(=O)CNC(=O)c2ccccc2OC)c2ccccc21 | -4 | 3 | -7
CC1(C)CNCCN1Cc1cccc(C(=O)Nc2ccc(CCO)cc2)c1 | -3 | -1 | -10
CCCn1cnnc1CNC1CCN(c2ccc3c(c2)OCO3)CC1 | 2 | -1 | -9
COc1ccccc1C(=O)NCC1CCC2(CC1)OCCO2 | 2 | -2 | .
CCN(Cc1ccc(OC)c(OC)c1)Cc1cc(Cl)c2c(c1)OCCO2 | 8 | -5 | .
C=CCn1c(SCC(=O)OCc2ccccc2)nnc1-c1ccc(OC)cc1 | 8 | -10 | -6
Cc1cc(C)c(NC(=O)Cn2c(-n3nc(C)cc3C)nc(C)cc2=O)c(C)c1 | 4 | -2 | -6
COc1cccc(-c2nccc(C(F)(F)F)n2)c1OC | 5 | 0 | -15
O=C1CC(c2ccccc2)Cc2nc3ncnn3cc21 (stereo unspecified) | 5 | -10 | .
CC(=O)c1ccc(NC(=O)CCc2c(C)nn(-c3nc(C)c(C)c(=O)[nH]3)c2C)cc1 | 11 | -7 | .
CN(Cc1cc(-c2ccccn2)no1)S(=O)(=O)NCc1ccccc1 | . | -9 | -10
CC1CCCC(NC(=O)c2cc(S(C)(=O)=O)ccc2Cl)C1C (stereo unspecified) | -4 | 5 | .
COc1ccccc1Oc1cnn(C)c(=O)c1Nc1cccc(C(=O)NCCc2ccccn2)c1 | 0 | -7 | -5
N#Cc1ccccc1-c1ccc(COc2coc(CN3CCN(C(=O)c4cc(F)ccc4Cl)CC3)cc2=O)cc1 | -1 | -3 | -6
Cc1ccc(C(=O)N2C(C(=O)NCc3ccco3)COC23CCN(C(=O)CC(C)C)CC3)cc1 (stereo unspecified) | 0 | 0 | -3
CCN1CCN(c2nc(N)c([N+](=O)[O-])c(NCc3ccco3)n2)CC1 | 0 | 3 | .
COc1cccc(-c2nc3cccc(C)n3c2NCc2ccccc2)c1 | 1 | -6 | -6
COC(=O)c1ccc2c(c1)C1CC(C)(O2)N(c2cccc(Cl)c2)C(=O)N1 (stereo unspecified) | -3 | 1 | 1
COc1cccc(CN(Cc2nc(C(=O)N3CCOCC3)co2)C(C)c2ccccc2)c1 (stereo unspecified) | . | -3 | -10
COc1cccc(C(CN2CCN(S(=O)(=O)c3ccc(Cl)cc3)CC2)OCc2ccc(C#N)cc2)c1 (stereo unspecified) | 29 | 0 | -6
CC1=C(C(=O)Nc2ccc(Cl)cc2)C(c2cccc(Br)c2)NC(=O)N1 (stereo unspecified) | -18 | -8 | -8
Cc1cc(=O)[nH]c(-n2nc(C3CC3)cc2NC(=O)c2cccs2)n1 | 2 | -9 | .
O=[N+]([O-])c1ccc(Nc2ccccc2)c(Cl)c1 | -1 | -1 | -7
O=C(C=Cc1cccs1)NNC(=O)c1ccccc1F | 11 | -6 | .
Cc1oc(-c2cccs2)nc1CN1CCN(C(=O)c2ccco2)CC1 | 18 | -14 | .
Cc1cc(CN(C)S(=O)(=O)Cc2c(Cl)cccc2Cl)no1 | -3 | 1 | .
COc1ccccc1OCc1cc(C(=O)N2CCN(C)C(c3ccccc3)C2)no1 (stereo unspecified) | 2 | -6 | .
CC(=O)Nc1cccc(-c2ccc3nnc(C)n3n2)c1 | -11 | -7 | -7
CCOCCCN(Cc1nc(C(=O)OC)cs1)C(=O)Nc1cc(C(F)(F)F)cc(C(F)(F)F)c1 | -10 | -4 | 1

An excerpt of these results, with two lines to a compound:
Second line of a record: NPYLR7 agonist | hcGAS inh | mcGAS lum
Cc1ccc(C(=O)N2C(C(=O)NCc3ccco3)COC23CCN(C(=O)CC(C)C)CC3)cc1 (stereo unspecified)
→ 0 | 0 | -3
CCN1CCN(c2nc(N)c([N+](=O)[O-])c(NCc3ccco3)n2)CC1
→ 0 | 3 | .
COc1cccc(-c2nc3cccc(C)n3c2NCc2ccccc2)c1
→ 1 | -6 | -6
COC(=O)c1ccc2c(c1)C1CC(C)(O2)N(c2cccc(Cl)c2)C(=O)N1 (stereo unspecified)
→ -3 | 1 | 1
COc1cccc(CN(Cc2nc(C(=O)N3CCOCC3)co2)C(C)c2ccccc2)c1 (stereo unspecified)
→ . | -3 | -10
COc1cccc(C(CN2CCN(S(=O)(=O)c3ccc(Cl)cc3)CC2)OCc2ccc(C#N)cc2)c1 (stereo unspecified)
→ 29 | 0 | -6
CC1=C(C(=O)Nc2ccc(Cl)cc2)C(c2cccc(Br)c2)NC(=O)N1 (stereo unspecified)
→ -18 | -8 | -8

Later entries
SMILES | NPYLR7 agonist | hcGAS inh | mcGAS lum
C=CCn1c(SCC(=O)Nc2ccccc2)nc2scc(-c3ccco3)c2c1=O | -1 | -2 | -4
O=C(c1nn(-c2ccc(Cl)cc2)c(=O)n(Cc2cccnc2)c1=O)N1CCOCC1 | . | 2 | 0
CCCCN(CC(=O)N(Cc1cccn1C)C1CC1)C(=O)Nc1ccc(OC)cc1 | -3 | -6 | -5
COc1ccc(N2C(=O)C3N=NN(Cc4cc(C)ccc4C)C3C2=O)cc1 (stereo unspecified) | -6 | -2 | -6
Cc1cccn2c(=O)nc(SCC(=O)N(C(C)C)C(C)C)nc12 | 2 | -17 | .
CCOC(=O)CCCC(=O)N1CCC(c2cn(C)c3ccccc23)CC1 | 33 | -5 | -7
CC1=Nc2ccccc2NC(C)(C)C1 | 3 | -11 | -8
COc1ccc(C(=O)N2CC[C@@H](c3ccc(F)cc3)[C@H](O)C2)c(O)c1 | -1 | -5 | .
CCN1CCc2ccc(NC(=O)N(C)Cc3c(C)noc3C)cc21 | 7 | -10 | .
C=C(C)C(O)(C(=C)C)c1ccc(CN(CCC)Cc2ccc(OC)cc2)o1 | -2 | 1 | -3
O=C(Cc1ccccc1)Nc1nnc(SCc2ccccc2)s1 | 18 | -15 | .
N#CC(=Cc1ccco1)c1nc2ccccc2[nH]1 | 0 | 1 | .
Cc1nn(CC(=O)N(C)C)c(C)c1[N+](=O)[O-] | 5 | -1 | .
Cc1cc(S(=O)(=O)Nc2ccccc2C(=O)N2CCC(C(N)=O)CC2)c(C)s1 | 8 | -8 | .
Nc1nnc(SCC2CC2)s1 | -13 | -1 | .
COc1ccccc1/C=C/C=C1\N=C(c2ccc(Br)cc2)OC1=O | -3 | -5 | .
CN(c1cccc2ccccc12)S(=O)(=O)c1ccc2c(c1)CCC2 | 3 | 3 | .
O=C(NC1CCCCC1)C1CC(=O)N(C2CCCCCC2)C1 (stereo unspecified) | 5 | -5 | .
CC(C)Cc1cn(C2CCN(c3cncc(C(=O)N4CCCC4)n3)CC2)nn1 | 6 | -5 | .
CCCCN(CC(=O)N1CC(=O)N(c2ccc(Cl)cc2)C1)C(=O)c1ccccc1C | 1 | -1 | -4
CC(C)N(CC(N)=O)CC(=O)Nc1ccc2oc3ccccc3c2c1 | -3 | -6 | .
CCCCSc1nnc2c(n1)OC(/C=C/c1ccccc1)Nc1ccccc1-2 (stereo unspecified) | 5 | 1 | -3
Cc1nc(CNC(=O)N2CCC(Cc3ccccc3)C2)oc1C (stereo unspecified) | 4 | -3 | -6
CC(C)C(C)(C#N)NC(=O)COc1ccc(Br)cc1Br (stereo unspecified) | 7 | 0 | -4
CCOC(=O)c1c(N)sc(C(=O)Nc2ccc(OC)cc2OC)c1C | -7 | -5 | -5
CCCCN(CC(=O)N(CCc1c[nH]c2ccccc12)Cc1ccc(F)cc1)C(=O)Nc1cccc(C#N)c1 | 21 | -6 | -4
Cc1ccsc1-c1cn(CC(CO)Cc2ccco2)nn1 (stereo unspecified) | 22 | -1 | .
CCCCOCCOCC(=O)N1CCC(n2cnc3ccccc32)CC1 | 2 | -4 | -7
CCOc1ccc(N(CC(=O)N2CCC(C)CC2)S(=O)(=O)c2ccc(SC)cc2)cc1 | -5 | -3 | -4
CCCc1ccc(C(=O)CCC(=O)N2CCCN3CCCC3C2)cc1 (stereo unspecified) | 2 | 2 | .
O=C(N1CC23C=CC(CC2CC12CCCCC2)O3)C(F)(F)F (stereo unspecified) | 4 | -5 | -7
Cc1ccc2[nH]c3c(=O)n(CC(=O)N4CCN(c5ccccn5)CC4)cnc3c2c1 | 1 | -5 | -9
Cc1ccc(C(=O)NCc2ccc3[nH]c(C)cc3c2)cc1 | 5 | -2 | -5
Cc1nnc(NC(C)c2ccc(N3CCN(C)CC3)cc2)c(C#N)c1C (stereo unspecified) | 3 | -15 | .
CCn1c(SCC(=O)N/N=C\c2cccn2C)nc2ccccc21 | 1 | 0 | 0

From PubChem
